CTSL1 counter = Fasciola hepatica cathepsin L1 inhibitors, primary screen, counter-screen for PFM18AAP inhibitor project, biochemical, QFRET, fluorogenic peptide substrate; AID 1906, 2009; inhibition, % at 5.96 µM; 0.49% of 300,000 active; recombinant F. hepatica cathepsin L1, Z-Leu-Arg-MCA fluorescence;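 active = inhibition above the mean of all tested compounds plus 3 SD, set per screening campaign, cut at about 17% in these data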;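 note: 0% = plate median of test compound wells and 100% = 1 µM Z-Phe-Ala-diazomethylketone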
procasp7 counter = procaspase-7 activators, primary screen, counter-screen for procaspase-3 activator project, biochemical, absorbance, HTS, human. activation, % at 8.5 µM. AID 463210, 2010. 0.093% of 330,000 active. Caspase-7 (Homo sapiens), P55210. recombinant procaspase-7, Ac-DEVD-pNA absorbance 405 nm; D23A/D198A/D206A triple mutant, cannot self-cleave; scale: DMSO 0, 5 µM enzyme 100;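 active = percent activation above the screen-wide mean plus 3 SD, cut at about 25% in these data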
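buffer or medium = Zinc-free HEPES/NaCl buffer, pH 7.4 | material = Procaspase-7 triple mutant (PC-7 D3A) | input = 2 µM procaspase-7 mutant as dispensed | signal = Epi-absorbance of released pNA at 405 nm, two timepoints | timing = 1 h preincubation, 2 h reaction | replicates = singlicate compound testing | evaluation = % activation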
GRK2 aptamer HTS = compounds blocking aptamer binding on GRK2 – biochemical, human GRK2, bead flow cytometry, HTS, primary screen; FAM-aptamer displacement from GRK2; inhibition of aptamer binding, % at 10 µM; 0.59% of 330,000 active;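 active = inhibition of aptamer binding above 40%, roughly 3 SD of noise, on plates passing a quality check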;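 note: median bead fluorescence of bound FAM aptamer so fluorescent compounds give negative values; no value below 0 was filed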
Target sequence (P25098 whole entry, looked up): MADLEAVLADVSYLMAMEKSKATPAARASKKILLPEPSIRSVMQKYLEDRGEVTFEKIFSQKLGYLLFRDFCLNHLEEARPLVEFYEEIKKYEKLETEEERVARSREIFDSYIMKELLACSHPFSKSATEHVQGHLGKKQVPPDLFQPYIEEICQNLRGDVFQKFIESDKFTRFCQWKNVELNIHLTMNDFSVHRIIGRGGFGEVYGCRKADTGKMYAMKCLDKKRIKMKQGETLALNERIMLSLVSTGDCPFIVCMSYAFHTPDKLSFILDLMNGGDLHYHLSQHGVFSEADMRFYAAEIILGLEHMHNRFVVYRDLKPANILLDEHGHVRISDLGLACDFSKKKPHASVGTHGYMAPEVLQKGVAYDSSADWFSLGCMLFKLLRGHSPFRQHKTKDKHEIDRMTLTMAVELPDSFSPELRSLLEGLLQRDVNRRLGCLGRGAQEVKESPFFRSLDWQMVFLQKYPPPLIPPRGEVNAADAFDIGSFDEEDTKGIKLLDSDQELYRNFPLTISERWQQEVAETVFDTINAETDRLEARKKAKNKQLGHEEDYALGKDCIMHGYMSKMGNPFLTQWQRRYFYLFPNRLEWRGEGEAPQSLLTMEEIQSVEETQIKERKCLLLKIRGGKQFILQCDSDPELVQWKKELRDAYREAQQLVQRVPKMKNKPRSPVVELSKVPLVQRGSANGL
PP5 primary = PP5 phosphatase inhibitors, primary screen, biochemical, fluorescence; inhibition, % at 6.7 µM; purified PP5c, OMFP substrate fluorescence; Serine/threonine-protein phosphatase 5 (Homo sapiens), P53041; AID 1987, 2009; 0.18% of 320,000 active;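 active = inhibition above the campaign's mean inhibition across all tested compounds plus 3 SD, cut at about 9.5% in these data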;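 note: 0% = DMSO only and 100% = 100 µM cantharidin control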
VLA-4 inh = inhibition in human VLA-4 binding assay, primary screen, VLA-4 allosteric modulator project, MLPCN library, flow cytometry, VLA-4 expressing cells. Integrin alpha-4 (Homo sapiens), P13612. ligand binding flow cytometry. inhibition, % (about 7 µM as worked out from the volumes in the protocol). 0.2% of 330,000 active. AID 2557, 2010; in the data active = inhibition above about 50%
core dimer inh = inhibitors of HCV core protein dimerization, primary screen, biochemical, TR-FRET, high-throughput | TR-FRET GST/Flag-core106 dimerization, 1536-well | inhibition, % at 5 µM | 0.33% of 300,000 active | AID 1899, 2009;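 active = inhibition above the mean of all tested compounds plus 3 SD, set per screening campaign, cut at about 45% in these data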
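Assay system: Tagged HCV core106 pair (GST and Flag) | Buffer or medium: KF-containing HEPES buffer, pH 7.45, DTT, CHAPS, BSA | Also added: Eu donor and XL665 acceptor anti-tag antibodies | Dosing: One concentration, 5 µM, in 0.5% DMSO | Timing: 4 h at 22.5 °C | Technique: TR-FRET 671 and 617 nm emission | Repeats: Singlicate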
PP1 inh = PP1-alpha phosphatase inhibitors, primary screen, counter-screen for PP5 inhibitor project, biochemical, fluorescence, OMFP substrate, single point | purified PP1alpha | inhibition, % at 6.7 µM | 0.9% of 320,000 active | AID 2235, 2010;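 active = inhibition above the mean inhibition of all tested compounds plus 3 SD, computed separately for each screening campaign, cut at about 15% in these data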
procasp3 activ = activators of human procaspase-3 D3A mutant, primary screen, biochemical, absorbance, PC-3 D3A mutant, single concentration | Caspase-3 (Homo sapiens), P42574 | recombinant procaspase-3 D3A, Ac-DEVD-pNA absorbance 405 nm | activation, % at 8.5 µM | 0.11% of 330,000 active;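 active = activation above the mean of all tested compounds plus 3 SD, cut at about 21% in these data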;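 note: 0% = DMSO alone and 100% = DMSO wells spiked with extra 5 µM PC-3 D3A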
Target sequence (P42574 whole entry D9A/D28A/D175A): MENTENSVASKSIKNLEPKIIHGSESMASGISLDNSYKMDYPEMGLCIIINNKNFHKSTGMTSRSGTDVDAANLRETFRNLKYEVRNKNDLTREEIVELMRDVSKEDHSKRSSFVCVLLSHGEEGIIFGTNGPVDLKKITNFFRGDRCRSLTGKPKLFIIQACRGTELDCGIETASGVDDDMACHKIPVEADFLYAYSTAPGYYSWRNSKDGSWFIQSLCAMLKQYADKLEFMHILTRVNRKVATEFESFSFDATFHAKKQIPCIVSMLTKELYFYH
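Assay system – Procaspase-3 D3A mutant · Benchmarks – DMSO low control, extra-enzyme high control · Technique – 405 nm absorbance of p-nitroaniline, reads at 0 and 120 min · Doses – 8.5 µM nominal · Measure – % activation between DMSO and enzyme-spiked controls · Also added – Ac-DEVD-pNA chromogenic peptide substrate · Schedule – 1 h compound preincubation, 2 h substrate hydrolysis at 25 °C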
JMJD2C inh = inhibitors of GASC-1 histone demethylase, primary screen, biochemical, fluorescence, DELFIA europium; Lysine-specific demethylase 4C (Homo sapiens), Q9H3R0; GST-JMJD2C(1-420) H3K9me3 demethylation; inhibition, % at 2.35 µM; 0.069% of 330,000 active;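 active = more than half of a compound's replicate wells show inhibition beyond 50%, single wells judged on their own value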;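 note: signal counts dimethyl H3K9 product captured on neutravidin plate; 0% = median of DMSO wells and 100% = 0.3 times that DMSO median; strong numbers were not always called active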
Numbers without * were called inactive; nt = not tested or not shown.

compound | CTSL1 counter | procasp7 counter | GRK2 aptamer HTS | PP5 primary | VLA-4 inh | core dimer inh | PP1 inh | procasp3 activ | JMJD2C inh
Cc1c(C(=O)Nc2ccccc2Cl)oc2ccc(S(=O)(=O)N3CCC4(CC3)OCCO4)cc12 | 6 | 5 | 0 | 2.1 | 4 | 8 | 0 | 3 | -7
O=c1c2c3c(sc2nc(NCCO)n1-c1ccccc1)CCCC3 | -3 | -16 | 2 | 3.0 | 12 | -7 | 1 | 2 | 14
O=C(C1CCN(S(=O)(=O)c2cccs2)CC1)N1CCCCCC1 | 3 | 8 | 0 | 2.2 | 5 | -4 | -1 | -1 | 3
CC(C)(C)C(=O)Nc1nnc(SCc2ccc(F)cc2)s1 | 1 | -2 | 2 | 1.1 | 11 | 1 | 3 | -11 | -7
CS(=O)(=O)c1ccc(C(=O)N2CCc3ccccc3C2)cc1 | -3 | 18 | 2 | 6.0 | 10 | 0 | -3 | 5 | 1
COc1ccccc1C(=O)Nc1ccc(-c2nnn(CC(=O)N3CCOCC3)n2)cc1 | 5 | 1 | 0 | 0.7 | 4 | 7 | -4 | 6 | -5
COCC(=O)N(Cc1cc2ccc(C)cc2[nH]c1=O)c1ccc(OC)cc1 | 1 | 9 | 4 | 0.3 | 19 | 5 | -7 | 11 | 10
O=C(CSCc1ccco1)NC1CCCC1 | -6 | -11 | 2 | -1.3 | 2 | 1 | -3 | -10 | 5
C=CCNC(=O)NC(=O)COC(=O)/C(C#N)=C/c1cc(C)n(CCC(C)C)c1C | 5 | -7 | 2 | 0.5 | -1 | 8 | -3 | -3 | 36
C=CCc1cc(OC)ccc1OCCON1C(=O)CCC1=O | -3 | 7 | 3 | 1.0 | -16 | -10 | 2 | 3 | 12
Cc1ccc(C23CC4CC(CC(NC(=O)NCCN(C)C)(C4)C2)C3)cc1 | 7 | 0 | 0 | -1.5 | 0 | -23 | 0 | 5 | 8
CC(C)CC(=O)Nc1nnc(CSCc2ccc(F)cc2)s1 | 0 | -3 | 1 | -3.3 | 23 | 2 | 0 | -9 | 19
CCCCN(C)C(=O)c1sc2ncn(CC)c(=O)c2c1C | 0 | 1 | 0 | -0.5 | 2 | -4 | -3 | 15 | -17
NC(=O)Cn1c(=O)n(CCc2ccccc2)c(=O)c2c3c(sc21)CCCC3 | -3 | -3 | 0 | 3.4 | 1 | -4 | -3 | 6 | 153
CCCC(=O)Nc1c2c(nc3ccccc13)N(c1ccccc1)CC2 | -1 | 5 | 2 | 1.2 | 3 | 17 | -1 | 15 | -1
O=C(Nc1cccc(F)c1)C1CCN(S(=O)(=O)c2cnc[nH]2)CC1 | 2 | 6 | 3 | 0.8 | 5 | -2 | -2 | 6 | -5
CC12CC(O)C3c4ccc(O)cc4CCC3C1CC/C2=N\O (configuration not stated) | 0 | 3 | 0 | -1.6 | 8 | 7 | -1 | 8 | 5
CCOC(=O)C1=C(O)C(Nc2nccs2)(C(F)(F)F)N=C1C (configuration not stated) | -2 | -9 | 2 | 1.4 | 2 | 3 | 1 | 1 | -8
CCOC(=O)N1CCC(=C(C#N)C(=O)Nc2cc(OC)ccc2OC)CC1 | 0 | 4 | 0 | 1.9 | 0 | 5 | -3 | 0 | -3
CCCCCNC(=O)[C@@H]1CSC2c3ccccc3C(=O)N21 (some centres not stated) | 6 | 4 | 3 | 1.5 | 3 | -4 | 2 | 7 | 2
CCCc1c(C(=O)N/N=C/c2cccnc2)nnn1-c1nonc1N | -3 | 2 | 3 | 2.3 | 6 | -3 | 0 | 5 | -6
c1ccc2c(c1)[nH]c1nc(SCCN3CCOCC3)nnc12 | 3 | -10 | 0 | -0.3 | -9 | 1 | -4 | 1 | -16
C=CCc1cccc2cc(C(=O)N3CCOCC3)c(=O)oc12 | -2 | 8 | 0 | -2.2 | 18 | -16 | -1 | -2 | 4
CC(NC(=O)CN1C(=O)COc2ccccc21)c1ccccc1 (configuration not stated) | -1 | 3 | 0 | -0.8 | 0 | 7 | -5 | 5 | -10

10 compounds already listed, arranged by number of heavy atoms, rising:
compound | CTSL1 counter | procasp7 counter | GRK2 aptamer HTS | PP5 primary | VLA-4 inh | core dimer inh | PP1 inh | procasp3 activ | JMJD2C inh
O=C(CSCc1ccco1)NC1CCCC1 | -6 | -11 | 2 | -1.3 | 2 | 1 | -3 | -10 | 5
CC(C)(C)C(=O)Nc1nnc(SCc2ccc(F)cc2)s1 | 1 | -2 | 2 | 1.1 | 11 | 1 | 3 | -11 | -7
C=CCc1cc(OC)ccc1OCCON1C(=O)CCC1=O | -3 | 7 | 3 | 1.0 | -16 | -10 | 2 | 3 | 12
CC(NC(=O)CN1C(=O)COc2ccccc21)c1ccccc1 (configuration not stated) | -1 | 3 | 0 | -0.8 | 0 | 7 | -5 | 5 | -10
O=c1c2c3c(sc2nc(NCCO)n1-c1ccccc1)CCCC3 | -3 | -16 | 2 | 3.0 | 12 | -7 | 1 | 2 | 14
CCCC(=O)Nc1c2c(nc3ccccc13)N(c1ccccc1)CC2 | -1 | 5 | 2 | 1.2 | 3 | 17 | -1 | 15 | -1
Cc1ccc(C23CC4CC(CC(NC(=O)NCCN(C)C)(C4)C2)C3)cc1 | 7 | 0 | 0 | -1.5 | 0 | -23 | 0 | 5 | 8
CCOC(=O)N1CCC(=C(C#N)C(=O)Nc2cc(OC)ccc2OC)CC1 | 0 | 4 | 0 | 1.9 | 0 | 5 | -3 | 0 | -3
COc1ccccc1C(=O)Nc1ccc(-c2nnn(CC(=O)N3CCOCC3)n2)cc1 | 5 | 1 | 0 | 0.7 | 4 | 7 | -4 | 6 | -5
Cc1c(C(=O)Nc2ccccc2Cl)oc2ccc(S(=O)(=O)N3CCC4(CC3)OCCO4)cc12 | 6 | 5 | 0 | 2.1 | 4 | 8 | 0 | 3 | -7

Reformatted with each value named: two of the compounds above
CC(NC(=O)CN1C(=O)COc2ccccc21)c1ccccc1 (configuration not stated)
  CTSL1 counter: -1; procasp7 counter: 3; GRK2 aptamer HTS: 0; PP5 primary: -0.8; VLA-4 inh: 0; core dimer inh: 7; PP1 inh: -5; procasp3 activ: 5; JMJD2C inh: -10
CCCCN(C)C(=O)c1sc2ncn(CC)c(=O)c2c1C
  CTSL1 counter: 0; procasp7 counter: 1; GRK2 aptamer HTS: 0; PP5 primary: -0.5; VLA-4 inh: 2; core dimer inh: -4; PP1 inh: -3; procasp3 activ: 15; JMJD2C inh: -17

(further entries)
compound | CTSL1 counter | procasp7 counter | GRK2 aptamer HTS | PP5 primary | VLA-4 inh | core dimer inh | PP1 inh | procasp3 activ | JMJD2C inh
CC(C)(C)OC(=O)NCC(=O)NNC(=O)C(C(=O)OCc1ccccc1)c1ccccc1 (configuration not stated) | nt | 8 | 0 | nt | 3 | nt | nt | 9 | 2
CC1CCN(C(=O)CN(c2ccc3c(c2)OCO3)S(C)(=O)=O)CC1 | -3 | -7 | 9 | 2.0 | -5 | 0 | -1 | 3 | 8
COc1cc(OC)cc(C(=O)NC(C(=O)Nc2ccc3c(c2)OCO3)C(C)C)c1 (configuration not stated) | nt | 0 | 2 | 0.6 | 3 | nt | -5 | -3 | 8
O=C1CCCC/C1=C/Nc1ccc2c(c1)OCO2 | 0 | -31 | 0 | -0.2 | 6 | -3 | 0 | -14 | 6
COc1ccc(C2=NN(C(C#N)c3ccc(OC)cc3)C(c3ccccc3)C2)cc1 (configuration not stated) | -3 | -18 | 0 | 0.3 | 17 | 0 | -1 | -13 | -10
CN(C)c1oc(-c2cccs2)nc1C#N | 3 | 14 | 0 | 0.6 | 11 | -5 | 0 | -2 | -9
COc1cccc(CN(C)C(=O)CSCC(=O)Nc2cc(C)on2)c1OC | 0 | -2 | 0 | -0.4 | 20 | -6 | -1 | 12 | 3
CCN(CC(=O)Nc1cc(Cl)ccc1C)C(=O)C1CC1 | nt | 4 | 0 | -0.8 | 2 | nt | 1 | 5 | 7
COc1ccc(CN2CCN(Cc3ccccc3F)CC2)c(OC)c1 | -3 | -1 | 0 | 4.3 | 1 | -2 | 1 | 7 | -5
Cc1cc(C)c(C)c(OCCCCN2CCCCC2)c1 | -4 | -1 | 4 | 4.2 | 14 | -10 | -4 | 4 | -15
O=C1CSC(c2cn(-c3ccccc3)nc2-c2cc3ccccc3oc2=O)N1Cc1ccco1 (configuration not stated) | 3 | 18 | 0 | 4.0 | 43 | 14 | 3 | 3 | -6
O=C(CCc1nc2ccccc2c(=O)[nH]1)Nc1ccccc1N1CCCC1 | 4 | 0 | 3 | -0.8 | 11 | -3 | 0 | 7 | -4
CCCc1cc(=O)[nH]c(SCC(=O)N(CC)C2CCS(=O)(=O)C2)n1 (configuration not stated) | 2 | 8 | 3 | 3.0 | 4 | -1 | 3 | -5 | 8
COc1cc(CCC(=O)OCC(=O)Nc2ccc3c(c2)OCO3)cc(OC)c1OC | -3 | 0 | 0 | -0.7 | -5 | 2 | 2 | 14 | -5
COc1cc(NC(=O)C2CC(=O)NC3=C2C(=O)CCC3)c(OC)cc1Cl (configuration not stated) | -5 | -5 | 0 | 3.1 | -3 | 0 | -4 | 8 | -23
Cc1nnc(SC(C)C(=O)NCC2CCCO2)n1-c1ccccc1 (configuration not stated) | -3 | 14 | 12 | 3.5 | 3 | 1 | -3 | 5 | -4
S=c1[nH]nc(CSc2nc3ccccc3s2)n1Cc1ccccc1 | -1 | -21 | 0 | 0.7 | 0 | 15 | 4 | -15 | -45
COCCNC(=O)c1onc(CSc2cccc(OC)c2)c1C(=O)NCCOC | 0 | -4 | 1 | 5.3 | 11 | -17 | 4 | 2 | -18
O=C(O)c1ccccc1C(=O)NCCCCCCNC(=O)c1ccccc1C(=O)O | -1 | 5 | 0 | 0.3 | -1 | -13 | 1 | 8 | -1
O=C(CSC1=NCCN1)NC1CCCCCC1 | -2 | 8 | 2 | 0.2 | 1 | 0 | -5 | -9 | -1
Cc1cccc(C(=O)Nc2cccc(C(=O)NC3CCCC3)c2)c1 | 1 | -10 | 1 | -1.2 | 5 | -2 | 0 | -10 | 2
CN(C(=O)COC(=O)C1CCN(S(=O)(=O)c2ccc3c(c2)OCCO3)CC1)C1CCCCC1 | -1 | 4 | 1 | 1.0 | -3 | 2 | -2 | 1 | -5

Source: PubChem (several laboratories)
